Screens (PubChem)
CaV13 ICDI inh: Disruptors of the CACNA1D IQ motif to Ca2+-dependent inactivation inhibitor domain association, primary screening, Förster resonance energy transfer in intact living …; HEK cells, CFP/YFP FRET ICDI-IQ, plate reader, 10 min; percent FRET-ratio fall versus neutral wells; inhibition, % at 12.3 µM; 340,000 tested, 0.098% active;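 active = mean replicate inhibition of at least 30% and at least 1% of replicates passing that level; inconclusive = only one of the two criteria is met; inactive = neither criterion is met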;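 also: 0% = median of the neutral control wells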
MC4R antagonist: blocks human MC4R cAMP signaling; P32245; 360,000 tested, 0.48% active; inhibition, % at 6.5 µM; MC4R-expressing cells, MTII-stimulated cAMP, LANCE TR-FRET;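 active = inhibition above its plate's cutoff, the mean of tested wells on that plate plus 3 SD, cut at about 29% in these data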;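 also: 0% = Melanotan II alone and 100% = Melanotan II plus saturating MCL0020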
Target sequence (P32245 whole entry, looked up): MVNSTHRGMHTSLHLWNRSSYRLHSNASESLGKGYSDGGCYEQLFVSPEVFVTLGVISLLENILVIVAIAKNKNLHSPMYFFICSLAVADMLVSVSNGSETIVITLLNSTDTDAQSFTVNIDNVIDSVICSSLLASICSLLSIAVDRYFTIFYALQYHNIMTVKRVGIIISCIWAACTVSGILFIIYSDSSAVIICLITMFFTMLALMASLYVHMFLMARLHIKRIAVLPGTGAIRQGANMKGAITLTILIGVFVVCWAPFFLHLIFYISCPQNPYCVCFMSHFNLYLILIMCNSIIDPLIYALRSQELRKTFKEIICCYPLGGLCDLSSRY
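System – human MC4R-expressing U2OS cells · Also added – Melanotan II · Dosing – one concentration, 6.5 µM nominal · Timing – 30-min compound, 1-h challenge, 1-h detection, room temperature · Measured by – Eu-cAMP/anti-cAMP TR-FRET, emission 671 nm · Replicates – singlicate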
MC4R barr agon: activates human MC4R beta-arrestin recruitment; P32245; 360,000 tested, 0.98% active; activation, % at 8.9 µM; U2OS MC4R beta-arrestin complementation, luminescence; percent of melanotan II response, DMSO zero; AID 540308;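 active = activation above a per-plate cutoff, the mean activation of sample wells on that plate plus 3 SD, cut at about 8% in these data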
ABHD5 PLIN5 PPI: ABHD5-PLIN5 protein interaction inhibition; inhibition, % at 4 µM; 360,000 tested, 0.78% active; AID 602281; Q00G26+Q8WTS1; Split G. princeps luciferase complementation, luminescence, 4 h;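 active = inhibition above the mean inhibition across every tested compound plus 3 SD, cut at about 22% in these data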;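 also: 0% = DMSO only wells and the 100% control is not disclosed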
HTR2A ag: mouse HTR2A agonism via beta-arrestin recruitment; P35363; CHO-K1 mHTR2A beta-arrestin complementation, luminescence; percent of 30 µM serotonin response; activation, % at 7.6 µM; 360,000 tested, 0.66% active;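 active = activation above a run cutoff, the mean activation of all tested compounds plus 3 SD, cut at about 14% in these data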;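 also: 0% = plate median of compound wells and 100% = 30 µM serotonin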
Target sequence (P35363 whole entry, looked up): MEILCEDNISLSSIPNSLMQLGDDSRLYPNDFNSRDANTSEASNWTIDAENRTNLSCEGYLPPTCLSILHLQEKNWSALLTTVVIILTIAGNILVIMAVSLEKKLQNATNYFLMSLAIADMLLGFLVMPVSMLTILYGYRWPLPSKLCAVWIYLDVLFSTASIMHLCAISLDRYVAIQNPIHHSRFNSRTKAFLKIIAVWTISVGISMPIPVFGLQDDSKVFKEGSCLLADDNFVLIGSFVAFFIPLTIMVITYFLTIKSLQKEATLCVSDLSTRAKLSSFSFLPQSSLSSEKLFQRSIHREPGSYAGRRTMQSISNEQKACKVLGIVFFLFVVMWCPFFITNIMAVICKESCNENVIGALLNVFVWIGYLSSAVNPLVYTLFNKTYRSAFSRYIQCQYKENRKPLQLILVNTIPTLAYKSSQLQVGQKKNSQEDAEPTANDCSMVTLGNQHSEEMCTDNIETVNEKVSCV
H9c2 protect: myocardial damage modulation in H9c2 cells; 360,000 tested, 0.63% active; H9c2 cardiomyocytes, H2O2 injury protection, ATPLite, 2 h; protection from H2O2 cell death, % at 20 µM;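 active = compounds giving at least 50% protection of heart cells from peroxide-induced death in the single-dose screen, raw or plate-pattern-corrected value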;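 also: 0% = DMSO wells with peroxide and 100% = DMSO wells without peroxide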
N-glyco inh: N-linked glycosylation inhibition; D54 ERlucT glycosylation luciferase reporter, 24 h; percent of 100 nM tunicamycin response; reporter increase, % at 12.5 µM; 360,000 tested, 0.23% active;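 active = mean luciferase reporter signal, scaled so untreated is 0 and the glycosylation-blocking control 100, at or above a set limit in every replicate; inconclusive = mean reaches the limit but not every replicate does; inactive = mean below the limit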;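 also: luciferase carries N-glycosylation sites so blocking glycosylation raises the light; 0% = median of neutral control wells and 100% = median of 100 nM tunicamycin wells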
ABCB6 inh MLPCN: inhibitors of human ABC transporter ABCB6; fluorescence ratio to DMSO, % at 10 µM; 360,000 tested, 0.19% active; K562-ABCB6 porphyrin accumulation, flow cytometry, 1 h; active compounds read low; Q9NP58; AID 602162;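 active = fluorescence ratio to DMSO below 75%, the collection mean minus 3 SD; inconclusive = too few cells collected in the well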;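 also: signal is porphyrin accumulated inside mitochondria; 100% equals median channel fluorescence of DMSO control wells; lower ratio means ABCB6 inhibition with less porphyrin fluorescence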
Granule exo inh: blocks lytic granule exocytosis. inhibition, % at 10 µM. TALL-104 LAMP-1 surface exposure, flow cytometry; cells stimulated with thapsigargin and PMA. 360,000 tested, 0.66% active;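 active = inhibition above about 55%, limit read from the data; inconclusive = no clear call, values can overlap the other calls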
PDI inh: blocks human protein disulfide isomerase activity. inhibition, % at 10 µM. 350,000 tested, 0.052% active. PDI insulin aggregation turbidity, A650, 90 min. P07237;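 active = mean inhibition across replicates of 30% or more, whatever share of single replicates reach that level; inconclusive = mean inhibition below 30% while every single replicate reaches 30%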;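 also: absorbance from insulin aggregation driven by PDI reduction with DTT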
The depositor's hits bear a star; i = inactive; ? = inconclusive; nt = not tested or not shown.

SMILES	CaV13 ICDI inh	MC4R antagonist	MC4R barr agon	ABHD5 PLIN5 PPI	HTR2A ag	H9c2 protect	N-glyco inh	ABCB6 inh MLPCN	Granule exo inh	PDI inh
CCCCn1nnnc1C(c1cc2ccccc2o1)N1CCN(c2ccccc2F)CC1 (stereo unspecified)	-6	nt	nt	4	3	nt	nt	96	3	nt
O=C(C1CC1)N1CCc2cc(S(=O)(=O)NCC3COc4ccccc4O3)ccc21 (stereo unspecified)	-1	4	-0.2	0	-2	-19	1	99	-2	3
CC(C)CCN1CCN(Cc2cccc(-n3cccn3)c2)CC1CCO (stereo unspecified)	-4	-1	-1.9	-4	-6	-5	1	95	4	0
O=C(/C=C/c1cccc(F)c1)OCC(=O)N1CCCC1	-5	5	-1.8	-3	3	1	0	94	7	5
CNc1cncc(-c2cccc(C(=O)N3CCOCC3)c2)n1	-6	6	-2.1	2	1	-1	-2	98	1	28
O=c1[nH]c2cc3c(cc2cc1C(c1nnnn1Cc1ccccc1)N1CCCCCC1)OCCO3 (stereo unspecified)	-4	7	-1.1	-6	-3	17	2	99	1	-1
CCCN(CCC)Cc1cc(=O)oc2cc(C)cc(C)c12	-9	nt	nt	-4	0	-5	-2	99	-5	nt
C=CCn1c(=O)c2ccccc2n2c(SCC(=O)N(C)C)nnc12	-2	3	-1.4	-3	0	2	2	95	-10	0
CC1CCCC(NC(=O)COC(=O)Cc2c[nH]c3ccccc23)C1C (stereo unspecified)	6	-5	0.6	1	1	-3	1	98	-3	1
COc1ccccc1NS(=O)(=O)c1cc([N+](=O)[O-])ccc1N/N=C/c1sc(N2CCOCC2)nc1-c1ccccc1	-5	2	-1.9	-1	0	-2	-3	i	1	0
O=C(N/N=C/c1cccc(O)c1)c1cc(-c2ccc3c(c2)OCO3)n[nH]1	-19	26	-0.1	2	-2	76*	-2	93	4	-2
CCS(=O)(=O)N1N=C(c2cccc(NS(C)(=O)=O)c2)CC1c1ccccc1 (stereo unspecified)	4	7	0.0	1	-5	0	-2	216	2	-13
COc1ccc(F)cc1S(=O)(=O)NCc1ccccc1	-5	7	0.1	-2	-2	-6	1	104	-1	6
Cn1c(=O)c2cc(NC(=S)NCc3ccccc3F)ccc2n1Cc1ccc(F)cc1	-6	1	0.2	-1	2	-12	0	97	-5	4
O=C(N1CCOCC1)N1CCN(S(=O)(=O)N2CCOCC2)CC1	nt	-4	1.6	6	1	-10	4	97	?	27
CC(NS(=O)(=O)c1ccccc1)C(=O)NC1CCCC1 (stereo unspecified)	-7	8	0.5	-6	5	2	2	99	-5	-1
CCOC(=O)C1=CC[C@@H](c2ccccc2Cl)N(S(=O)(=O)c2ccc(C)cc2)[C@H]1C(=O)OCC	-5	17	-0.2	1	6	-8	-8	95	-4	5
CC(=O)OCc1nc2sc(C)c(C)c2c(=O)[nH]1	nt	0	-3.4	-1	2	51*	-1	95	-1	-3
O=C(OCc1c(-c2ccccc2)ncc2ccccc12)c1cccs1	-11	-11	1.9	9	2	-4	-4	99	27	-2
CCOc1ccc(CCNC(=O)COC(=O)c2nccnc2N)cc1OCC	-6	-1	-3.4	-3	3	3	0	100	-6	4

Full records, looked up by structure.
`O=C(N1CCOCC1)N1CCN(S(=O)(=O)N2CCOCC2)CC1` in the list: CaV13 ICDI inh: nt; MC4R antagonist: -4; MC4R barr agon: 1.6; ABHD5 PLIN5 PPI: 6; HTR2A ag: 1; H9c2 protect: -10; N-glyco inh: 4; ABCB6 inh MLPCN: 97; Granule exo inh: ?; PDI inh: 27
`COc1ccc(F)cc1S(=O)(=O)NCc1ccccc1` in the list: CaV13 ICDI inh: -5; MC4R antagonist: 7; MC4R barr agon: 0.1; ABHD5 PLIN5 PPI: -2; HTR2A ag: -2; H9c2 protect: -6; N-glyco inh: 1; ABCB6 inh MLPCN: 104; Granule exo inh: -1; PDI inh: 6
`CC(C)CCN1CCN(Cc2cccc(-n3cccn3)c2)CC1CCO` (stereo unspecified) in the list: CaV13 ICDI inh: -4; MC4R antagonist: -1; MC4R barr agon: -1.9; ABHD5 PLIN5 PPI: -4; HTR2A ag: -6; H9c2 protect: -5; N-glyco inh: 1; ABCB6 inh MLPCN: 95; Granule exo inh: 4; PDI inh: 0

More compounds follow:
SMILES	CaV13 ICDI inh	MC4R antagonist	MC4R barr agon	ABHD5 PLIN5 PPI	HTR2A ag	H9c2 protect	N-glyco inh	ABCB6 inh MLPCN	Granule exo inh	PDI inh
COc1cc(SC)ccc1C(=O)NC1CCCCC1	-5	5	-2.1	-1	-5	-5	2	96	1	-4
CN(Cc1cccc2ccccc12)C(=O)c1cc(COc2c(F)cccc2F)on1	-4	4	-3.3	-9	-4	-5	0	100	0	1
Cn1c(=O)[nH]c(=O)c2c1nc(SCC(=O)O)n2CCCc1ccccc1	-1	0	0.6	-10	-8	2	0	93	4	-4
CCc1ccc(CNc2ccc(N3CCN(C(C)=O)CC3)cc2)cc1	-5	-8	-0.9	-4	11	0	3	97	-2	2
COc1ncccc1-c1ccc2nncn2c1	-6	3	1.2	-5	1	10	3	101	-5	0
O=C(NCc1ccccc1)c1cc(C2CCCN(C(=O)CCc3ccccc3)C2)on1 (stereo unspecified)	-5	2	-0.9	5	-6	-6	-1	120	2	4
CCc1ccc(-c2nn(-c3ccccc3C)cc2C(=O)N2CCN(C3CCS(=O)(=O)C3)CC2)cc1 (stereo unspecified)	-19	-3	-0.6	0	-2	1	-2	102	1	1
COc1ccc(N2CC(C(=O)NCc3ccco3)CC2=O)cc1 (stereo unspecified)	4	12	-2.9	6	5	3	1	105	-2	1
CCC(NC(=O)COc1cc2c(c3oc(=O)c(C)c(C)c13)CCC(C)(C)O2)C(=O)O (stereo unspecified)	-3	-4	-0.7	-16	2	4	2	98	3	1
COc1cc(C(c2nnnn2C2CCCC2)N2CCN(C)CC2)cc(OC)c1OC (stereo unspecified)	nt	-2	-0.7	4	-4	21	1	103	-1	-5
O=c1cc(-c2ccc(O)cc2)oc2cc(O)c(C3OC(CO)C(O)C(O)C3O)c(O)c12 (stereo unspecified)	nt	5	0.3	3	-1	3	25	98	0	nt
CN=C1SC(CC(=O)Nc2cccc(C(F)(F)F)c2)C(=O)N1C (stereo unspecified)	-9	-4	1.2	3	-2	6	0	100	-2	3
C/C(N)=C(\C#N)C(=O)NCc1ccccn1	-5	-5	-1.6	-4	3	13	0	88	0	-3
COc1ccc(C(=O)COc2cccc(NC(=O)c3ccco3)c2)cc1	-4	-3	-0.3	0	4	8	0	97	-2	-9
COc1ccc(-c2cn3cc(C)ccc3n2)cc1F	-5	1	1.0	-4	-2	-24	-20	100	-1	1
Cc1ccc(-c2cc(C(=O)N/N=C/c3ccco3)n[nH]2)s1	-5	0	0.8	-1	3	-9	1	101	-8	-3
CN(C)CCC(C(=O)c1ccccc1)c1ccncc1 (stereo unspecified)	-5	7	-3.1	-3	-3	2	-3	102	24	-5
N#CCSc1ccccc1NC(=O)COC(=O)C1CCN(C(=O)c2ccc(Cl)cc2)CC1	-11	13	1.1	-3	1	8	2	104	9	-9
C[C@H](CO)N1C[C@H](C)[C@@H](CN(C)C(=O)Nc2ccc(C(F)(F)F)cc2)Oc2ccc(NC(=O)Nc3ccc(C(F)(F)F)cc3)cc2C1=O	-6	6	-1.7	-4	2	0	9	94	34	5
COc1cc(C2NC(=O)NC(C)=C2C(=O)OC(C)(C)C)ccc1OCC(=O)O (stereo unspecified)	-9	4	-2.7	-1	0	5	0	104	1	0

Sorted by the number under CaV13 ICDI inh (falling): some entries from above.
SMILES	CaV13 ICDI inh	MC4R antagonist	MC4R barr agon	ABHD5 PLIN5 PPI	HTR2A ag	N-glyco inh	ABCB6 inh MLPCN	Granule exo inh	PDI inh
CCC(NC(=O)COc1cc2c(c3oc(=O)c(C)c(C)c13)CCC(C)(C)O2)C(=O)O (stereo unspecified)	-3	-4	-0.7	-16	2	2	98	3	1
COc1ccc(C(=O)COc2cccc(NC(=O)c3ccco3)c2)cc1	-4	-3	-0.3	0	4	0	97	-2	-9
O=C(NCc1ccccc1)c1cc(C2CCCN(C(=O)CCc3ccccc3)C2)on1 (stereo unspecified)	-5	2	-0.9	5	-6	-1	120	2	4

New compounds follow:
SMILES	CaV13 ICDI inh	MC4R antagonist	MC4R barr agon	ABHD5 PLIN5 PPI	HTR2A ag	H9c2 protect	N-glyco inh	ABCB6 inh MLPCN	Granule exo inh	PDI inh
O=C(NCCO)C(=O)NCC1OCCCN1S(=O)(=O)c1cccs1 (stereo unspecified)	-18	-1	1.5	1	4	4	-1	104	2	2
CN1CCN(NC(=S)NC(C)(C)CC(C)(C)C)CC1	-2	13	-2.5	9	-1	2	-1	97	11	0
O=C(CCN1CCN(c2ccccc2)CC1)NNC(=O)Cc1c(F)cccc1Cl	-5	-2	-1.8	-5	-6	-2	1	97	2	12
COc1ccc(OC)c(NC(=O)C(CC(=O)O)Cc2ccc(Cl)cc2)c1 (stereo unspecified)	-3	9	-3.0	0	0	5	1	95	-4	-3
O=C(CC(=O)c1ccccc1)Nc1ccc([N+](=O)[O-])cc1	-6	0	-3.3	11	-3	-14	-1	88	0	-9
O=C(NNS(=O)(=O)c1ccccc1)c1ccc([N+](=O)[O-])cc1	-7	0	-0.2	0	3	8	-1	97	-6	2
CN1C2CCC1CC(NC(=O)CSc1ccc(C(C)(C)C)cc1)C2 (stereo unspecified)	1	9	2.7	3	-9	8	-3	103	7	-2
COc1cccc(NC(=O)[C@H](CC(C)C)NC(=O)[C@@H]2Cc3ccccc3CN2)c1	-14	3	1.4	9	-7	-3	-5	99	34	0
Cc1c(C(=O)N/N=C/C(C)C)[nH]c2ccc([N+](=O)[O-])cc12	4	10	-2.3	0	-3	21	-6	105	-7	-8
CC1(C(=O)Nc2nc3ccccc3s2)CC1(Br)Br (stereo unspecified)	-19	-12	-0.8	0	0	-8	0	101	-16	7
CN(C)/C=C1/C=C(c2ccccc2)OC1=O	-8	8	-2.1	13	-2	20	5	96	-1	3
C=CCNc1ncnc2sc(SC)nc12	-3	12	0.1	-17	2	1	-1	106	4	-5
